Screens deposited in PubChem by National Center for Advancing Translational Sciences (NCATS).
3T3 cytotox – Cytotoxic Profiling in NIH 3T3 Cell Line of Diverse Libraries Using Quantitative High-Throughput Screening | NIH 3T3 viability, CellTiter-Glo ATP luminescence, 48-72 h | Potency, µM (titrated, usually from 96.7 µM), inactives show at the top dose activity change, negative = cytotoxicity, most hits filed as inhibitors | hit rate 4.3% among 94,000; also: potency is read from the fitted curve at half-maximal effect; nearly all actives have a fitted effect of over 55% in size
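First NIH 3T3 cells are plated at 400 cells/well; next compound is pinned in; then plates incubate 48 or 72 hr at 37 °C; finally CellTiter-Glo is added and luminescence read after 10 min.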
HEK293 viab – GF-AFC viability counterscreen for inhibitors of alpha-synuclein gene (SNCA) expression; HEK-293-SNCA-luc viability, GF-AFC fluorescence, 24 h; Potency, µM (highest dose often 57.1 µM), without a hit: top-dose activity change, negative = cytotoxicity, most hits filed as cytotoxic; hit rate 0.12% among 150,000; AID 1671193, 2021;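 also: potency is read from the fitted curve at half-maximal effect; 0% = DMSO-treated cells and -100% = medium-only wells without cells; nearly all actives have a fitted effect of over 30% in size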
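Cytotoxicity counterscreen: after 24 h compound treatment of genome-edited SNCA-luciferase HEK-293 cells, live-cell protease substrate GF-AFC read by fluorescence after 30 min; activity scaled between DMSO (0%) and medium-only (-100%), curves Hill-fitted.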
Luciferase inh – Firefly luciferase inhibition profiling of diverse chemical library using quantitative high-throughput screening. purified P. pyralis luciferase, luminescence, biochemical. Potency, µM (highest dose often 115 µM), without a hit: at the highest dose activity change, negative = inhibition, actives largely listed as inhibitors. hit rate 2.5% among 76,000. AID 1347043, 2019; also: potency is read from the fitted curve at half-maximal effect; nearly all actives have a fitted effect of over 65% in size
Target sequence (P08659 whole entry, looked up): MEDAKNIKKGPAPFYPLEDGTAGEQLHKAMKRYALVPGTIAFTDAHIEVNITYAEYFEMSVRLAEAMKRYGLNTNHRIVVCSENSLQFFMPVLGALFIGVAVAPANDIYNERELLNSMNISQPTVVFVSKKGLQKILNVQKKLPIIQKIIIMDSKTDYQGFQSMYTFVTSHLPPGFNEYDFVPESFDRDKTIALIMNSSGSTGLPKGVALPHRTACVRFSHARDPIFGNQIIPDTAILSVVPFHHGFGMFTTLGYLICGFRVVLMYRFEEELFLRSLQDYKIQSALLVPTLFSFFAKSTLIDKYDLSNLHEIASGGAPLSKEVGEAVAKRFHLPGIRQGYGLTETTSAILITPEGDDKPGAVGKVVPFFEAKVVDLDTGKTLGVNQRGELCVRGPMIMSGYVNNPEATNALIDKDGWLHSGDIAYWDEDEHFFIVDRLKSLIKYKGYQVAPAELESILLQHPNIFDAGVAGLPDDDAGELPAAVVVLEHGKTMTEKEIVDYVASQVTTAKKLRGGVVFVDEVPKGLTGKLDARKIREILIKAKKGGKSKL
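Inhibitors were tested against purified firefly luciferase in a biochemical, low-substrate format (both substrates at 10uM) and luminescence measured with a CCD imager.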
SNCA expr inh – Primary qHTS assay for inhibitors of alpha-synuclein gene (SNCA) expression | AID 1671194, 2021 | Potency, µM (highest dose often 57.2 µM), inactives show at the highest dose activity change, negative = inhibition, most hits filed as inhibitors | hit rate 0.17% among 140,000 | HEK-293 SNCA-luciferase knock-in, luminescence, 24 h;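 also: potency is read from the fitted curve at half-maximal effect; plate controls were DMSO cells for no effect and cell-free wells for full effect; nearly all actives have a fitted effect of over 45% in size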
GPT2 inh – Primary qHTS assay for inhibitors of Glutamate pyruvate transaminase 2 (GPT2); Potency, µM (doses to about 57.7 µM), for inactives: at the highest dose activity change, negative = inhibition, actives largely listed as inhibitors; Recombinant GPT2, coupled pyruvate oxidase/HRP Amplex Red fluorescence; hit rate 0.25% among 100,000; AID 1671188, 2021; also: potency is read from the fitted curve at half-maximal effect; nearly all actives have a fitted effect of over 60% in size; many of its hits are not listed in these tables
Target sequence (Q8TD30 whole entry, looked up): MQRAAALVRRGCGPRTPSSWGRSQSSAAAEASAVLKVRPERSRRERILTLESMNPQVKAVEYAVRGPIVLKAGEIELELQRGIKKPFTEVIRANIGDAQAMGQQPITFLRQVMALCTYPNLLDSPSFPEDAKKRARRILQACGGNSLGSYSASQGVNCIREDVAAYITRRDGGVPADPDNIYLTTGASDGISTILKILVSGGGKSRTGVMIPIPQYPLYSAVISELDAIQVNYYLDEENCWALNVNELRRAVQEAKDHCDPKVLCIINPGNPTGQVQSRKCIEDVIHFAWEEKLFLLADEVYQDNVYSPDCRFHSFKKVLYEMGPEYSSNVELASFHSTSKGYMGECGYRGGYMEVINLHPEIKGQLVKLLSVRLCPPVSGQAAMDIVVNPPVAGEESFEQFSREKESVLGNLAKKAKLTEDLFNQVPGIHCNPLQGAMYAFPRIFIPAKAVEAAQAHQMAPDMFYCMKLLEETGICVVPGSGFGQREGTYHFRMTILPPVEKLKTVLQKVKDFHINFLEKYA
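Fluorescence of coupled pyruvate oxidase/HRP/Amplex Red system (50uM Amplex, 30 min, dark) reports pyruvate formed by GPT2. Enzyme reaction: 10ng/uL GPT2, 2mM L-alanine, 250uM a-KG, 30 min room temperature, pH 7.5; 50uM AOA control.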
HEK cytotox – Cytotoxic Profiling in HEK 293 Cell Line of Diverse Libraries Using Quantitative High-Throughput Screening; HEK 293 viability, ATP luminescence (CellTiter-Glo), 48-72 h; Potency, µM (highest dose often 115 µM), for inactives: at the highest dose activity change, negative = cytotoxicity, usual class: inhibitors; hit rate 6.6% among 94,000; AID 1345083, 2018; also: potency is read from the fitted curve at half-maximal effect; nearly all actives have a fitted effect of over 60% in size
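HEK 293 seeded at 250 cells/well receive compound via pintool. After 48 or 72 hr at 37 degree Celsius, 5% CO2 and 95% humidity, CellTiter-Glo is dispensed and luminescence read following 10 min at room temperature.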
IP6K1 inh – Primary qHTS assay for small molecule inhibitors of Inositol hexaphosphate kinase 1 (IP6K1) | Inositol hexakisphosphate kinase 1 (Homo sapiens), Q92551 | IP6K1 kinase, ADP-Glo luminescence, 2 h; hits give low values | activity change, % (series mostly up to about 58 µM) | hit rate 0.81% among 140,000; in the data active = activity change below about -25%
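ADP-Glo luminescence measures ADP made by human IP6K1 during a 2 h RT reaction with ATP/IP6 (mix at 1.3 mM/130 uM); top library doses 57.5 and 19.1 uM final.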
* marks the source's active call; other numbers are inactive results; i = inactive; u = inconclusive; x = not tested or not shown; [ ] = remark or other dose. Unless noted, calls follow the shape of the dose curve; as a rule, active = well fitted curve in the direction sought with a large enough effect; inconclusive = small, poorly fitted or top-dose-only effect, or another doubt; inactive = no such curve, though single readings can be large; an effect the other way counts as inactive or inconclusive. Unless noted, % is scaled to controls: 0 for no effect and ±100 for the full control effect. A portion of the library (hit frequency here may not be typical).

SMILES | 3T3 cytotox | HEK293 viab | Luciferase inh | SNCA expr inh | GPT2 inh | HEK cytotox | IP6K1 inh
CCOc1ccc(NC(=O)CSc2ncc(S(=O)(=O)c3ccc(F)c(C)c3)c(=O)[nH]2)cc1 | x | -0.6% | x | u | x | x | -13.0
CC(=O)c1c(O)cc(O[C@@H]2O[C@H](CO)[C@@H](O)[C@H](O)[C@H]2O)cc1O | x | 5.0% | x | x | i | x | -2.9
CN1CCCN(S(=O)(=O)c2cccc(Br)c2)c2ccccc21 | u | -27.9% | -17.4% | u | -15.5% | 39.8µM* | -2.0
Cc1c(Cl)cccc1NC(=O)CCN1C(=O)c2ccccc2Sc2ncccc21 | x | -3.4% | x | 26.3% | x | x | -3.4
CNC(=O)c1[nH]nc2c1C(c1cc(OC)ccc1-n1cccn1)CC(=O)N2 (centres undefined) | -10.8% | -3.1% | 6.0% | 8.4% | -7.2% | 0.1% | -8.3
O=C1CCN(C(=O)C2(c3ccccc3)CC2)CCCOCCN1 | u | -4.1% | 0.7% | u | i | -29.1% | -16.2
O=C(C[C@@H]1O[C@H](CNCc2ccc(F)cc2)[C@@H](O)[C@H]1O)NCCN1CCOCC1 | u | 2.3%[87.6 µM] | -8.1%[172 µM] | 15.9%[87.6 µM] | -0.4%[88.5 µM] | i | 5.5
COC(=O)c1ccc(CN2C(=O)[C@@H]3C[C@@H](O)CN3C3(CNC3)C2=O)cc1 | -10.9%[174 µM] | 4.3%[87.6 µM] | 2.4%[172 µM] | -0.4%[87.6 µM] | -6.9%[88.5 µM] | -20.4%[172 µM] | -13.2
Cc1ccc(C)c(NC(=O)Cn2cc(S(=O)(=O)c3ccc(F)cc3)c(=O)c3cc(F)ccc32)c1 | x | 4.7% | x | -7.4% | x | x | 7.5
Cc1cccc(CN2C(=O)C3(CCOCC3)CC2c2nnnn2C(C)(C)C)c1 (centres undefined) | -9.5% | -8.5% | -0.4% | -21.9% | 4.0% | i | 0.4
COc1ccccc1CC(=O)NC1CCN(c2cc(-c3ccccc3)[nH]n2)C1 (centres undefined) | -30.7% | -5.2% | 9.7% | 19.7% | u | u | 2.1
COc1ccccc1C(=O)N1CCCC2(C1)C(=NC1CCCCC1)NC(=O)N2c1cc(F)cc(F)c1 (centres undefined) | u | 1.8% | x | -20.5% | 0.3% | -2.1% | -20.2
Cc1nc(-c2cccc(NC(=O)Nc3ccccc3C(F)(F)F)c2)no1 | x | -6.5% | x | 0.2% | x | x | -0.9
CC(C)NC(=O)CCc1cc2n(n1)CCN(Cc1cc(=O)[nH]c(=O)[nH]1)C2 | 0.0% | 1.6% | -1.6% | -13.5% | 2.1% | i | -9.4
COc1ccc(CNC(=O)CN2C(=O)COc3ccc(S(=O)(=O)N4CCCCCC4)cc32)cc1 | x | u | x | -19.2% | x | x | 14.4
O=[S+]([O-])(c1cccs1)N1CCC2(CC(c3cccnc3)=NO2)C1 (centres undefined) | 0.9% | -6.0% | x | 35.5%[activator] | 0.8% | -7.1% | -0.3
COc1ccc(OC)c(S(=O)(=O)Nc2nc3c(s2)C[C@]2(C)CC[C@@H]4[C@H](OC(=O)[C@H]4C)[C@H]2[C@@H]3C)c1 | u | 2.1% | -10.7% | 5.3% | 2.1% | u | 4.8
CN(C)c1ccc(C(=O)N[C@H]2CO[C@H]3[C@@H]2OC[C@@H]3Nc2nccc(-c3cccs3)n2)cc1 | u | -18.1% | u | -27.7% | 3.2% | 44.7µM* | -11.8
COCCCNC(=O)C1c2ccccc2C(=O)N(CC(C)C)C12CCCCC2 (centres undefined) | 2.7% | -17.7% | -3.1% | u | 4.1% | -14.7% | 12.3
CCOc1cc(CNC(=O)C2CCN(c3nc4ccccc4[nH]3)CC2)cc(OCC)c1OCC | x | 8.3% | x | -5.1% | x | x | -12.9
O=C(N[C@@H]1C[C@H](Cn2cc(C3CC3)nn2)[C@@H](O)[C@H]1O)c1cncnc1 | -2.6%[138 µM] | -4.3%[87.6 µM] | 2.2%[172 µM] | 0.4%[87.6 µM] | -3.0%[88.5 µM] | i | 22.3
O=C(Cn1nc2c(cc1=O)CCCC2)NCCn1cnc2ccccc2c1=O | -17.7% | 8.2% | -1.2% | 4.0% | i | -5.5% | 10.6
CC(=O)NCC(=O)N1Cc2ccccc2CC2(CCN(CC3CCNCC3)CC2)C1 | i | 9.3% | x | -12.4% | -9.2% | -2.1% | -3.0
O=C(CCc1ccc2c(c1)OCO2)N[C@H](c1ccccn1)C1CC(O)C1 (some centres undefined) | -12.7% | 0.8% | 8.3% | -16.9% | i[11.5 µM] | -25.1% | -3.3
COC1C(=O)N(CC2CC2)C12CCN(C(=O)Cc1cccnc1)CC2 (centres undefined) | -3.7% | 2.6% | x | -6.7% | 2.8% | 1.6% | 8.0
Cc1cc(C)cc(-n2ccn3cnnc3c2=O)c1 | x | -8.2% | x | u | x | x | -2.2
CCc1ccccc1NC(=O)Cn1c(N2CCC(C)CC2)nc(C)cc1=O | u | -1.2% | -2.6% | -7.9% | 2.6% | u | 7.1
COc1ccc(Nc2c3c(nc4nncn24)CCC3)cc1Cl | x | -2.5% | x | -9.8% | x | x | -18.6
CN(C)C[C@@H]1CN(C)C[C@H]1NC(=O)c1ccc(Cn2ccnc2)o1 | -4.1% | 1.0% | -9.1% | 2.9% | 3.4% | 4.8% | -8.6
Cn1cc(-c2cnc3n[nH]c(-c4ccc5c(c4)OCO5)c3n2)cn1 | u | -20.5%[87.6 µM] | -5.7%[172 µM] | u | -0.3%[88.5 µM] | u | -8.7

Compound profiles, from the list above.
O=C(N[C@@H]1C[C@H](Cn2cc(C3CC3)nn2)[C@@H](O)[C@H]1O)c1cncnc1 is listed with 3T3 cytotox = -2.6%[138 µM]; HEK293 viab = -4.3%[87.6 µM]; Luciferase inh = 2.2%[172 µM]; SNCA expr inh = 0.4%[87.6 µM]; GPT2 inh = -3.0%[88.5 µM]; HEK cytotox = i; IP6K1 inh = 22.3
CCOc1cc(CNC(=O)C2CCN(c3nc4ccccc4[nH]3)CC2)cc(OCC)c1OCC is listed with 3T3 cytotox = x; HEK293 viab = 8.3%; Luciferase inh = x; SNCA expr inh = -5.1%; GPT2 inh = x; HEK cytotox = x; IP6K1 inh = -12.9

More entries follow.
SMILES | 3T3 cytotox | HEK293 viab | Luciferase inh | SNCA expr inh | GPT2 inh | HEK cytotox | IP6K1 inh
N#Cc1ccc(S(=O)(=O)N2CCc3n[nH]c(=O)n3CC2)cc1 | 0.3% | 6.4% | -13.8% | -7.8% | i | 3.3% | -1.4
CC(C)c1ccc(NC(=O)c2ccc3c(c2)CCCN3S(C)(=O)=O)cc1 | x | -11.3% | x | 67.9%[activator] | x | x | -15.6
CC(C)CCN1C(=O)CC[C@]2(C(=O)NCc3cccs3)CCCC[C@@H]12 | -28.2% | -1.8% | -10.8% | -14.2% | -5.4% | -25.3% | 1.5
COCCCNC(=O)c1sc2nc(C)c(C(=O)Nc3ccc(C)cc3C)c(-c3ccccc3Cl)c2c1N | x | u | x | 17.9% | x | x | 1.4
Cc1cn2nc(C(=O)NCCCc3ccccc3)cc2c(=O)[nH]1 | -25.1% | 1.1% | 14.1µM* | 75.1%[activator] | i | -23.8% | -13.0
CCc1ccc(C(=O)N2CCC(n3cnnc3COC)CC2)cc1 | i | 5.4% | -11.0% | 13.8% | i | 3.1% | 6.9
CC(C)NC(=O)C(NC(=O)c1ccc(F)cc1)C1CCN(C(=O)c2ccccc2F)CC1 (centres undefined) | -10.1% | -0.9% | 0.7% | 3.5% | i | u | 1.2
O=C(C1CN(S(=O)(=O)c2cccs2)CC12CCCCC2)N1CCCC1 (centres undefined) | i | -8.9% | 0.8% | 12.8% | i | u | 17.2
CCc1c(C)nc2nncn2c1NCc1ccccc1 | x | -4.0% | x | 32.2%[activator] | x | x | -1.3
CCc1ccccc1NC(=O)c1nn(-c2ccc(C)cc2)c(=O)c2c1c1ccccc1n2C | x | 2.0% | x | -24.8% | x | x | 2.2
O=C(Nc1ccccc1)N1CCn2c(nnc2C2CCCN2)C1 (centres undefined) | -15.0% | -18.5% | x | -12.1% | -3.1% | 2.5% | 18.9
CN(C)C(=O)c1ccc2cc[nH]c2n1 | i | u | x | u | -12.7%[88.5 µM] | i | -2.9
O=C(O)C[C@@H]1CCN(C(=O)NC2CCCCC2)C[C@@H]1CCN1CCCCC1 | 5.0%[138 µM] | 7.1%[87.6 µM] | 1.0%[172 µM] | -9.3%[87.6 µM] | i | -6.3%[172 µM] | -3.0
CNC(=O)c1cc(C2CC2)nc2onc(C3CCN([S+](=O)([O-])c4cccc(C(F)(F)F)c4)C3)c12 (centres undefined) | u | x | x | x | x | u | -5.5
COc1cccc(N2C(=O)NC(=NC3CCCCC3)C23CCN(Cc2ccc(F)cc2)C3)c1 (centres undefined) | i | -5.1% | x | -27.8% | i | 2.8% | 2.2

Part of the list above, reformatted.
CC(C)CCN1C(=O)CC[C@]2(C(=O)NCc3cccs3)CCCC[C@@H]12
  3T3 cytotox = -28.2%	HEK293 viab = -1.8%	Luciferase inh = -10.8%	SNCA expr inh = -14.2%	GPT2 inh = -5.4%	HEK cytotox = -25.3%	IP6K1 inh = 1.5
COCCCNC(=O)c1sc2nc(C)c(C(=O)Nc3ccc(C)cc3C)c(-c3ccccc3Cl)c2c1N
  3T3 cytotox = x	HEK293 viab = u	Luciferase inh = x	SNCA expr inh = 17.9%	GPT2 inh = x	HEK cytotox = x	IP6K1 inh = 1.4

Following part
SMILES | 3T3 cytotox | HEK293 viab | Luciferase inh | SNCA expr inh | GPT2 inh | HEK cytotox | IP6K1 inh
CCNC(=O)N1CCCC1c1noc(CCC(=O)NCC2CC2)n1 (centres undefined) | -2.2% | 3.6% | 2.8% | -14.5% | i | 0.0% | 4.2
CNC(=O)Nc1ccc(C2(C(=O)N3CCN(c4ccccc4Cl)CC3)CCC2)cc1 | -26.9% | 6.2% | 5.9% | 1.3% | 1.3% | u | 7.0
CCOCC(=O)N1CCCCCCNC(=O)[C@@H]2C[C@@H](c3nc(-c4cccnc4)no3)C[C@@H]21 | -2.5% | -17.8% | 6.5% | -1.3% | 0.9% | 3.6% | 3.7
O=C(c1ccc(Cl)nc1)N1CCN(c2nccc(Nc3ccccc3F)n2)CC1 | u | -12.2%[12.5 µM] | x | -2.4% | i | u | -4.7
